# yeast mec2-1 – NCI yeast anticancer drug screen, S. cerevisiae mec2-1 strain; % growth inhibition at 50 µM; actives 9% (n = 79,000);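 also: 0% = growth of vehicle-only cultures of the same strain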
#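 Yeast mec2-1 mutant treated with compound. Readout: growth inhibition vs vehicle controls.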
# yeast bub3 – NCI yeast anticancer drug screen, S. cerevisiae bub3 mutant strain | AID 167 | % growth inhibition at 50 µM | actives 9.9% (n = 78,000);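 also: 0% = growth of vehicle-only cultures of the same strain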
#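 Screening used yeast with an engineered genetic alteration affecting cell cycle control. Compound-exposed cultures were compared with vehicle cultures, and reduced growth was taken as inhibition.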
# yeast rad50 – NCI yeast anticancer drug screen, S. cerevisiae rad50 strain. growth inhibition, % at 50 µM. actives 10% (n = 79,000). AID 155;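 also: 0% = growth of vehicle-only cultures of the same strain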
#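 Compounds were tested on a yeast strain with an engineered DNA damage repair alteration; the reported value is growth inhibition normalised to vehicle treatment.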
# cln2 rad14 – NCI yeast anticancer drug screen, S. cerevisiae cln2 rad14 strain; growth inhibition, % at 50 µM; actives 8.3% (n = 78,000); AID 165;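 also: 0% = growth of vehicle-only cultures of the same strain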
#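 Readout is yeast growth inhibition versus vehicle-treated controls, using a strain with cln2 and rad14 alterations exposed to compound.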
# yeast mlh1 rad18 – NCI yeast anticancer drug screen, S. cerevisiae mlh1 rad18 strain; growth inhibition, % at 50 µM; actives 11% (n = 79,000); AID 175;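 also: 0% = growth of vehicle-only cultures of the same strain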
#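 Steps: expose repair-defective yeast to compound; measure growth; express inhibition against vehicle-treated controls.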
# sgs1 mgt1 – NCI yeast anticancer drug screen, S. cerevisiae sgs1 mgt1 strain. % growth inhibition at 50 µM. actives 10% (n = 78,000). AID 161;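 also: 0% = growth of vehicle-only cultures of the same strain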
#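 This yeast growth screen uses a strain with defined DNA-repair lesions; compound-treated growth is compared with vehicle-treated growth.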
# Numbers without * were called inactive; · = no result given; & = joins results of further samples. Rule as the data show it: active = growth inhibition above about 70%; inactive = the rest.
Molecule	yeast mec2-1	yeast bub3	yeast rad50	cln2 rad14	yeast mlh1 rad18	sgs1 mgt1
CO/C=C(/C#N)S(=O)(=O)/C(C#N)=C/OC	37	25	33	5	16	34
CCCN1COC(OCCN(CC)CC)C(C)(C)C1 (centres undefined)	-4	7	7	7	13	-21
CC(=O)Nc1ccc2c(ccc3cccc[n+]32)c1	97*	96*	97*	95*	96*	96*
Cc1ccnc(NS(=O)(=O)c2ccc(N=Cc3ccccc3O)cc2)n1	-20	-36	-28	-40	0	-14
CO[C@@]12C[C@@H](C)C3=CCC(C)=C3CC1=C(C)C(=O)O2	-4	26	9	3	-68	17
c1ccc(C(=NN(CCCCN(N=C(c2ccccc2)c2ccccc2)c2ccccc2)c2ccccc2)c2ccccc2)cc1	21	0	29	6	20	-12
CC(=O)CC(=O)NCc1ccccc1	-16	2	11	17	5	25
COc1ccc(/C=C/C(=O)C(C)(C)CN2CCCCC2)cc1	25	36	40	38	39	20
COc1cc2ccnc3c2c(c1OC)CC1CC(O)C(OC)CC31 (centres undefined)	11	6	-18	23	-12	28
Cn1ncc2c(Cl)ncnc21	-19	-20	-31	17	-9	-2
CN=c1sc2nc(C#N)c(C#N)nc2n1C	40	90*	85*	63	82*	75*
CC(C)c1cccc(C(=O)O)c1	-12	-16	4	67	5	0
Cc1ccc(C)c(C(=O)CCCCl)c1	-11	·	2	·	-18	·
CC(C)(C)NC(=O)CCC1C(C(=O)NC(C)(C)C)C2(Cl)C(Cl)=C(Cl)C1(Cl)C2(Cl)Cl (centres undefined)	12	16	6	10	-2	2
CC(O)C(=O)N(CCO)CCO (centres undefined)	-22	4	-5	-36	10	-13
COc1ccc(/C=C2\C(=O)N(C(=O)Cc3ccccc3)N=C2C)cc1OC	-20	-12	-20	-17	-43	-59
NC(Cc1ccccc1)C(=O)NC(CCC(=O)O)C(=O)NC(CCC(=O)O)C(=O)O (centres undefined)	7	-2	-4	38	-7	-6
COc1ccc2nc3cccc([N+](=O)[O-])c3c(NCCO)c2c1	90*	87*	87*	87*	88*	88*
CN1c2ccccc2Sc2cc(/C=C3/SC(=S)NC3=O)ccc21	5	39	2	-20	0	4
COc1cccc(N=C(C)C2C(=O)c3ccccc3C2=O)c1	7	69	18	19	38	25
O=C1c2ccccc2CCC1c1ccccc1 (centres undefined)	-1	-11	-2	-1	-23	-5
CCC(c1ccc(OC)cc1)C(CC)c1ccc(O)c(CN(C)C)c1 (centres undefined)	27	49	60	38	84*	73*
CC(=O)OCC1OC(n2ncc3c(Sc4c([N+](=O)[O-])ncn4C)ncnc32)C(OC(C)=O)C1OC(C)=O (centres undefined)	99*	99*	99*	99*	99*	100*
NNc1cc(C(F)(F)F)nc2ccccc12	3	1	36	34	65	-21
CC(=O)Nc1cccc(NC(C)=O)n1	11	8	6	-5	6	1
COc1cc(C(C)=O)cc(OCc2ccccc2)c1OC	16	15	-3	-13	7	18
Cc1nc(-c2ccccc2)nc2c1CCO2	-4	-15	1	-29	-1	-6
COc1ccc2[nH]c(Br)c(CCNC(C)=O)c2c1	-7	-5	-26	2	-32	-17
C/C(CCSCc1ccccc1)=N/NC(N)=S	56	54	42	33	67	64
O=C1CCC(c2ccccc2)C(O)(C(=O)O)C1 (centres undefined)	-8	-14	6	-5	-25	-14
CC(C)(C)NC(=O)NCCc1ccccc1	-8	1	-4	8	-5	-15
NC(=O)C(CO)NC(=O)c1ccc[n+](Cc2ccccc2)c1 (centres undefined)	-2	0	5	-4	28	-1
COc1ccc2nc3cc(Cl)ccc3c(Sc3ccc(NC(C)=O)cc3)c2c1	-5	11	22	11	9	-2
CCCCCCCCCCCCCCCCCCNC(=O)Nc1ccc(OC)cc1OC	37	3	15	3	13	0
CN(C)[C@@H]1C(=O)C(C(=O)NCN2CCN(C(=N)N=C(N)N)CC2)=C(O)[C@@]2(O)C(=O)C3=C(O)c4c(O)cccc4[C@@](C)(O)[C@H]3C[C@@H]12	2	11	0	14	-5	-3
O=C(OCc1ccccc1)c1ccc(OCc2ccccc2)cc1	-10	3	5	10	3	8
C=CCOc1cccc(Cc2ccccc2)c1	-4	8	9	-20	0	4
Cc1c(N=Nc2ccc(Br)cc2)c(-c2ccccc2)nn1C(=S)S	88*	87*	89*	52	93*	90*
Br/C(C=Nc1ccccc1)=C\Nc1ccccc1	-7	·	3	·	-16	·
O=C(Nc1ccccc1)C1CC2C=CC1C2 (centres undefined)	-4	-7	2	-4	2	4

# An excerpt of these results, with two lines to a compound:
# Each structure is followed by: yeast mec2-1, yeast bub3, yeast rad50, cln2 rad14, yeast mlh1 rad18, sgs1 mgt1
- CN1c2ccccc2Sc2cc(/C=C3/SC(=S)NC3=O)ccc21
    5, 39, 2, -20, 0, 4
- COc1cccc(N=C(C)C2C(=O)c3ccccc3C2=O)c1
    7, 69, 18, 19, 38, 25
- O=C1c2ccccc2CCC1c1ccccc1 (centres undefined)
    -1, -11, -2, -1, -23, -5
- CCC(c1ccc(OC)cc1)C(CC)c1ccc(O)c(CN(C)C)c1 (centres undefined)
    27, 49, 60, 38, 84*, 73*
- CC(=O)OCC1OC(n2ncc3c(Sc4c([N+](=O)[O-])ncn4C)ncnc32)C(OC(C)=O)C1OC(C)=O (centres undefined)
    99*, 99*, 99*, 99*, 99*, 100*
- NNc1cc(C(F)(F)F)nc2ccccc12
    3, 1, 36, 34, 65, -21
- CC(=O)Nc1cccc(NC(C)=O)n1
    11, 8, 6, -5, 6, 1
- COc1cc(C(C)=O)cc(OCc2ccccc2)c1OC
    16, 15, -3, -13, 7, 18
- Cc1nc(-c2ccccc2)nc2c1CCO2
    -4, -15, 1, -29, -1, -6
- COc1ccc2[nH]c(Br)c(CCNC(C)=O)c2c1
    -7, -5, -26, 2, -32, -17
- C/C(CCSCc1ccccc1)=N/NC(N)=S
    56, 54, 42, 33, 67, 64
- O=C1CCC(c2ccccc2)C(O)(C(=O)O)C1 (centres undefined)
    -8, -14, 6, -5, -25, -14
- CC(C)(C)NC(=O)NCCc1ccccc1
    -8, 1, -4, 8, -5, -15
- NC(=O)C(CO)NC(=O)c1ccc[n+](Cc2ccccc2)c1 (centres undefined)
    -2, 0, 5, -4, 28, -1
- COc1ccc2nc3cc(Cl)ccc3c(Sc3ccc(NC(C)=O)cc3)c2c1
    -5, 11, 22, 11, 9, -2
- CCCCCCCCCCCCCCCCCCNC(=O)Nc1ccc(OC)cc1OC
    37, 3, 15, 3, 13, 0
- CN(C)[C@@H]1C(=O)C(C(=O)NCN2CCN(C(=N)N=C(N)N)CC2)=C(O)[C@@]2(O)C(=O)C3=C(O)c4c(O)cccc4[C@@](C)(O)[C@H]3C[C@@H]12
    2, 11, 0, 14, -5, -3
- O=C(OCc1ccccc1)c1ccc(OCc2ccccc2)cc1
    -10, 3, 5, 10, 3, 8
- C=CCOc1cccc(Cc2ccccc2)c1
    -4, 8, 9, -20, 0, 4
- Cc1c(N=Nc2ccc(Br)cc2)c(-c2ccccc2)nn1C(=S)S
    88*, 87*, 89*, 52, 93*, 90*
- Br/C(C=Nc1ccccc1)=C\Nc1ccccc1
    -7, ·, 3, ·, -16, ·
- O=C(Nc1ccccc1)C1CC2C=CC1C2 (centres undefined)
    -4, -7, 2, -4, 2, 4

# Later entries.
Molecule	yeast mec2-1	yeast bub3	yeast rad50	cln2 rad14	yeast mlh1 rad18	sgs1 mgt1
S=C(Nc1cc(Cl)c(Cl)cc1Cl)SCc1ccccc1	99*	99*	99*	98*	99*	99*
c1cc2cc(Cc3ccc4[nH]ccc4c3)ccc2[nH]1	11	43	12	-1	92*	13
O=C(NCCc1ccccc1)[C@H]1CCCC[C@@H]1CCO	1	-40	19	0	-29	-32
NC(=O)c1ccccc1NC(=O)CCCOc1ccccc1	8	-14	-12	-6	9	17
COc1cc(/C=C/C(=O)O)cc([N+](=O)[O-])c1O	4	-10	41	2	15	10
CC(C)C1=C(Cc2ccccc2)C(=O)O/C1=C\c1cc(Cl)c(O)c(Cl)c1	8	33	20	26	-31	25
OCC1=CC(c2ccccc2)(c2ccccc2)c2ccccc21	96*	95*	95*	93*	95*	97*
S=c1nc[nH]c2c1ncn2Cc1ccccc1	4	5	6	1	2	-14
COC(=O)C1(CC(C)=O)NC(=S)NC(=O)C1C#N (centres undefined)	-27	-30	-21	-38	-15	-36
COc1ccc2c(c1OC)C(=C(Cl)Cl)N1CCc3cc4c(cc3C1=C2C=O)OCO4	46	53	66	26	67	57
Oc1ccccc1N=CC1CCCCC1	37	74*	69	17	66	28
Cc1ccc(N=Nc2c(O)c(C(=O)O)cc3ccccc23)c(S(=O)(=O)O)c1	-8	6	12	-45	26	-8
CC(=O)OCC1OC(n2nc(/C=C/c3ccco3)c(=O)n(-c3ccccc3)c2=S)C(OC(C)=O)C(OC(C)=O)C1OC(C)=O (centres undefined)	15	16	58	29	56	61
CC(=O)OCc1ccc(C)c(COC(C)=O)c1	-21	1	3	4	-9	-9
O=c1[nH]c(=O)n(C2OC(CO)C(O)C2O)nc1SCc1ccccc1 (centres undefined)	-4	2	-13	-9	-10	-14
O=c1[nH]cc(O)c(=O)[nH]1	-41	-18	-25	13	6	-9
COc1ccccc1OC(=O)Nc1ccc(S(=O)(=O)N2CCCCC2)cc1	8	8	47	9	20	41
C[S+](C)CCS(=O)(=O)[O-]	-6	5	10	-30	-13	-2
CC(C)(C)c1cc(Cl)c(O)c(CN(Cc2cc(C(C)(C)C)cc(Cl)c2O)C2CCCCC2)c1	0	9	35	-9	40	7
O=C(Nc1ccccc1)OCCCl	5	-11	-17	-6	15	53
C=C1C(=O)[C@@]23CC[C@@H]4[C@@]5(C)CCC[C@@]4(OC5=O)[C@@]2(C)CC[C@@H]1C3	94*	93*	92*	89*	92*	94*
O=C(O)CNc1ccccn1	-6	10	15	4	8	-5
Cc1cc(Cl)ccc1OC(=O)NC1CCCCC1	24	30	-2	-14	30	-2
COC(=O)C1(C)CCCC2(C)c3cc(OC)ccc3C=CC12 (centres undefined)	8&-2	22&2	7&14	5&-1	1&4	3&-1
S=C(NCCN1CCN2Cc3[nH]c4ccccc4c3CC2C1)Nc1ccccc1 (centres undefined)	26	28	22	28	52	44
Nc1ccc(N)c2c1C(=O)c1ccccc1C2=O	12	31	83*	7	51	25
O=[N+]1C=CC(=NN=c2ccn([O-])cc2)C=C1	16	8	34	15	27	9
OCC(Cc1ccc(Cl)cc1)N1CCCCC1 (centres undefined)	25	38	53	19	38	30
CC(C)(C)c1ccc(O)c(CN(Cc2cc(C(C)(C)C)ccc2O)C2CCCCC2)c1	7	-44	16	28	16	-23
Cn1cccc1C1=NCCC1	-2	5	3	0	2	-13
O=C(CO[N+](=O)[O-])OC/C=C/c1ccccc1	5	3	-4	-1	9	-2
COc1ccc(-c2nn(CCO)c(=O)c(C#N)c2-c2ccc(OC)cc2)cc1	1	14	29	7	6	7
Cc1ccc(S(=O)(=O)C(=S)Sc2ccccc2)cc1	40	36	45	34	80*	81*
COc1cc([N+](=O)[O-])c(S(=O)(=O)O)cc1-n1nc(C(=O)Nc2ccccc2)n[n+]1-c1cc(S(=O)(=O)[O-])c([N+](=O)[O-])cc1OC	-3	-9	45	-26	15	-9
N=C1N(c2ccccc2)C(=S)C(=Nc2ccccc2)N1c1ccccc1	91*	84*	88*	82*	87*	84*
O=C1C(=O)C(Br)(c2ccccc2)C(=O)C1c1ccccc1 (centres undefined)	71*	98*	52	94*	98*	13
S=C(Nc1ccccc1)Nc1ccccc1SC(/C=C/NNC1=NC(c2ccccc2)C(c2ccccc2)=NN1)c1ccccc1 (centres undefined)	-6	-4	0	12	15	-25
COC(=O)CC1C=CC(OC)[C@@]2(C)C(=O)C(OC)=CC(=O)[C@@H]12 (some centres undefined)	-15	2	9	20	-3	-11
O=NN(CCCl)C(=O)N[C@H]1CCC[C@@H](O)C1	-3	-15	6	-43	6	-6
CC(C)C1CCC(C)(C(N)=O)C1 (centres undefined)	3	-8	8	-23	-2	-1
CCC1(CC)C(=O)C(=O)N(c2ccccc2)C1=O	-16	2	5	7	15	13
CCc1cccc(CC)c1Nc1nc2c(s1)C(=O)c1ccccc1C2=O	92*	92*	90*	90*	91*	93*
CCCCCCCC/C=N\NC(N)=O	-20	-1	0	-1	10	-12
CCC(CC)C(c1ccc(O)cc1)c1ccc(O)cc1	100*	100*	99*	99*	100*	100*
